# DDE Tn6 FP inh = DD(E)-Tn6 binding inhibition, primary FP screen; P02675; Fibrin DD(E) TRITC-Tn6 fluorescence polarization displacement; inhibition, % at 8.3 µM; 370,000 tested, 0.21% active; AID 720509;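 active = inhibition above a per-campaign cutoff: mean of compounds within control limits plus 3 SD, cut at about 15% in these data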;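 note: 0% = median of all compound wells on the plate and 100% = blocking peptide control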
# TDP2 absorb = TDP2 (human) inhibition, absorbance primary screen. O95551. 370,000 tested, 0.34% active. recombinant TDP2, T5PNP hydrolysis, p-nitrophenol absorbance 415 nm. inhibition, % at 12.8 µM;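 active = inhibition above the mean of all tested compounds plus 3 SD, set per campaign, cut at about 25% in these data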;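 note: 0% = DMSO with enzyme and 100% = buffer with substrate but no TDP2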
# Target sequence (O95551 whole entry, looked up): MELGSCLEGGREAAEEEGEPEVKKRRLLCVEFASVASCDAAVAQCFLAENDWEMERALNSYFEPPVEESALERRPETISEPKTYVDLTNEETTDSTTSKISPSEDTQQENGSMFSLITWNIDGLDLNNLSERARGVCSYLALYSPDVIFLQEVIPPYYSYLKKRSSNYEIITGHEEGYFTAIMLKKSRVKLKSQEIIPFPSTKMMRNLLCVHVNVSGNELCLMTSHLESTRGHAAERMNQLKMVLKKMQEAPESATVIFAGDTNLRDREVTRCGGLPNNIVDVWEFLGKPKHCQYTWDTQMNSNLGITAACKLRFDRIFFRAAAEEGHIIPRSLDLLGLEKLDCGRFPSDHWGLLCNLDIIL
#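 Read-out basis: percent inhibition. System: recombinant human TDP2. Buffer or medium: Mg2+-containing Tris-HCl buffer, pH 7.5. Repeats: single replicate. Timing: reaction 2 h, 37 °C. Benchmarks: high control without enzyme, low control DMSO plus TDP2. Probe or stimulus: 5 mM T5PNP. Doses: 12.8 µM only. Measured by: epi absorbance of p-nitrophenol freed from T5PNP by hydrolysis.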
# ADAM17 inh = ADAM17 inhibition, QFRET primary screen | recombinant ADAM17, EDANS/DABCYL FRET peptide cleavage | inhibition, % at 6.95 µM | P78536 | AID 720648 | 370,000 tested, 0.83% active;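 active = inhibition above the mean of compounds lying between control limits plus 3 SD, set per campaign, cut at about 8.5% in these data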;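 note: 0% = DMSO-only wells as the low control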
# ASAP1 GAP inh = ASAP1 ArfGAP inhibition. AID 624377. inhibition, % at 16.5 µM. ASAP1-stimulated ARF1 GTP hydrolysis, GDP FP detection. Q9ULH1. 360,000 tested, 0.19% active; in the data active = inhibition above about 25%;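 note: 0% = vehicle with enzyme and substrate and 100% = no enzyme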
# Target sequence (Q9ULH1 325-724 limits assumed): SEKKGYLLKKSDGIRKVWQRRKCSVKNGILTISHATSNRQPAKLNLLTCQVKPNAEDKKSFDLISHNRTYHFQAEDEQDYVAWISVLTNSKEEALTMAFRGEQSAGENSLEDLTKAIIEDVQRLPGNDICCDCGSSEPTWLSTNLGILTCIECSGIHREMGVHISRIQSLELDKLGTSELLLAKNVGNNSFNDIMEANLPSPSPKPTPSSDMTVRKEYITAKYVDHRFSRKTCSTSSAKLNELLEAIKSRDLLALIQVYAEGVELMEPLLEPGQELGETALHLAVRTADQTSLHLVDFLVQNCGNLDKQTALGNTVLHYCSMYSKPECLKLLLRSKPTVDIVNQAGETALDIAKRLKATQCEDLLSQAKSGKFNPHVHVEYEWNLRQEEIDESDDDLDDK
# PLCg1 inh = inhibitors of human phospholipase C gamma1; P19174; 370,000 tested, 0.84% active; AID 720700; inhibition, % at 12.2 µM; purified PLC-gamma1, fluorogenic substrate, fluorescence; in the data active = inhibition above about 9.5%
# ARFGAP1 inhibitor = inhibits rat ARF GTPase activating protein 1; Q62848; 360,000 tested, 0.26% active; Arfgap1-stimulated ARF1 GTP hydrolysis, GDP FP detection; inhibition, % at 16.5 µM;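 active = inhibition above a per-plate limit, mean inhibition of low control wells plus 3 SD, cut at about 25% in these data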;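 note: 0% = DMSO wells with enzyme and 100% = wells lacking Arfgap1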
# Target sequence (Q62848 1-136 limits assumed): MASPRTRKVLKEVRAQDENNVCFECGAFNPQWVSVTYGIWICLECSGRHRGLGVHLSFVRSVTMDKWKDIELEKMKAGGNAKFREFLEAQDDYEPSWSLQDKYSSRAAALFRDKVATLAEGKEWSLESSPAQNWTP
#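 system = rat Arfgap1 catalytic domain, aa 1-136 | technique = FP, GDP Alexa 633 tracer displaced from anti-GDP antibody, 620/688 nm | compound = one concentration, 16.5 µM, DMSO 1.26% | medium = HEPES-based buffer, pH 7.5 | timing = compound-enzyme preincubation 20 min, reaction 120 min, detection 60 min, 25 °C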
# DDE Tn7 FP inh = inhibitors of Tn7 peptide binding to human fibrin DD(E); 370,000 tested, 0.13% active; AID 720508; inhibition, % at 8.3 µM; FP displacement of FITC-Tn7 peptide from fibrin DD(E); 0% = median of compound wells per plate;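 active = inhibition above the mean of compounds falling within the control limits plus 3 SD of them, cut at about 14% in these data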;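 note: 0% = plate median of compound wells and 100% = 10 µM Aha-Tn7 peptide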
#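 assay system = human clot-derived fibrin DD(E) complex | quantity = Fibrin-DD(E) at 2 µM final | timing = 10 min preincubation, 3 h with tracer, room temperature | signal = fluorescence polarization | measure = percent inhibition | benchmarks = high control wells with 10 µM unlabelled Aha-Tn7 peptide (full inhibition) | replicates = singlicate testing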
# ADAM10 inh = inhibitors of human ADAM10. 370,000 tested, 0.62% active. inhibition, % at 7 µM. O14672. AID 720582. recombinant ADAM10, EDANS/DABCYL FRET peptide cleavage, 3 h;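 active = inhibition above a per-campaign cutoff equal to the mean of compounds falling between control-based bounds plus 3 SD, cut at about 20% in these data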;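 note: 0% = DMSO wells while the 100% control is not disclosed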
# proKLK7 act = activates the human kallikrein-7 zymogen; purified proKLK7, EDANS-DABCYL substrate fluorescence; 100% is mature enzyme control, 0% vehicle; activation, % at 7 µM; 370,000 tested, 0.9% active;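 active = activation above the mean of all tested compounds plus 3 SD, computed per campaign excluding outliers beyond control limits, cut at about 13% in these data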
# LEDGF integ inh = blocks HIV-1 LEDGF/p75-dependent DNA integration | 370,000 tested, 0.64% active | AID 743269 | TR-FRET IN-LEDGF/p75 DNA integration, Eu/Cy5 | inhibition, % at 3.7 µM;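 active = inhibition above the screen-wide mean plus 3 SD, cut at about 13% in these data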;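 note: signal is the Cy5 over europium emission ratio at 671 and 618 nm; 0% = plate median of compound wells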
# * = called active by the depositor; i = inactive; . = no result given.
DDE Tn6 FP inh,TDP2 absorb,ADAM17 inh,ASAP1 GAP inh,PLCg1 inh,ARFGAP1 inhibitor,DDE Tn7 FP inh,ADAM10 inh,proKLK7 act,LEDGF integ inh,structure
0,1,-5,-4,0,-6,4,0,0.3,0,CC(=O)NC(CCS(C)(=O)=O)C(=O)Nc1ccc2c(c1)OCCO2 (configuration not stated)
10,4,-2,3,-10,-11,9,-4,1.0,i,COc1ccc(-c2ccc(N)[n+](CCCC(=O)O)n2)cc1
3,-5,3,2,4,7,-8,-6,0.1,-3,CCOC(=O)Cn1cnc2c(nnn2-c2cccc(OC)c2)c1=O
-1,-1,-4,-9,2,4,0,-9,0.0,-8,Cc1ccc(-n2nnc3c(=O)n(Cc4ccccn4)cnc32)cc1C
6,3,-2,-3,0,-6,-3,-5,0.0,1,CSc1cccc(NC(=O)CCCOc2ccc(Cl)cc2Cl)c1
0,4,-1,11,0,-7,-2,-2,0.7,2,Oc1ccc(-n2cccc2/C=N/n2cnnc2)cc1
9,-1,0,11,0,17,3,-10,-0.4,-1,CCOC(=O)C1=CN(Cc2cccc(F)c2)S(=O)(=O)NC1c1ccccc1 (configuration not stated)
-3,0,-4,-8,-1,-2,4,-4,0.3,-2,O=C1C(=O)N(Cc2cccnc2)C(c2ccc(Br)cc2)/C1=C(\O)c1ccc2c(c1)OCCO2 (configuration not stated)
2,2,-1,-6,-1,-16,-4,4,-0.1,1,COc1ccc(NC(=O)C(CC(C)C)NC(=O)c2ccccc2C)cn1 (configuration not stated)
1,5,-5,-6,0,5,7,3,0.1,-2,CC(C)(C)NC(=O)C(c1ccccc1)N(Cc1ccco1)C(=O)c1csnn1 (configuration not stated)
-1,-2,-5,-1,-1,11,13,-9,0.9,0,CCCCNC(=O)c1cc(C)nn1-c1ccccc1
-1,7,0,-6,2,0,3,-13,-0.1,-2,CC(=O)c1c(OC(=O)c2ccccc2)ccnc1C(F)(F)F
-14,4,-1,1,1,7,0,2,0.2,6,COc1ccc(C(=O)Nc2nnc(C(F)(F)F)s2)cc1
7,3,-2,-3,-1,2,-2,1,-0.2,2,C=CCN=C1CC(C)(C)CC(=O)/C1=C(\O)CCCN1C(=O)c2ccccc2C1=O
-2,-2,-1,21,-4,7,-3,-3,0.0,2,O=C(Nn1cnc2ccccc2c1=O)c1cccc(Cl)c1

# Exported with two lines to a compound: entries from further up.
# Values run as follows: DDE Tn6 FP inh, TDP2 absorb, ADAM17 inh, ASAP1 GAP inh, PLCg1 inh, ARFGAP1 inhibitor, DDE Tn7 FP inh, ADAM10 inh, proKLK7 act, LEDGF integ inh
- COc1ccc(C(=O)Nc2nnc(C(F)(F)F)s2)cc1
  -14, 4, -1, 1, 1, 7, 0, 2, 0.2, 6
- CC(C)(C)NC(=O)C(c1ccccc1)N(Cc1ccco1)C(=O)c1csnn1 (configuration not stated)
  1, 5, -5, -6, 0, 5, 7, 3, 0.1, -2
- CCCCNC(=O)c1cc(C)nn1-c1ccccc1
  -1, -2, -5, -1, -1, 11, 13, -9, 0.9, 0

# Carrying on.
DDE Tn6 FP inh,TDP2 absorb,ADAM17 inh,ASAP1 GAP inh,PLCg1 inh,ARFGAP1 inhibitor,DDE Tn7 FP inh,ADAM10 inh,proKLK7 act,LEDGF integ inh,structure
-4,-14,-2,-10,-3,-5,5,5,-0.1,-2,CCOC(=O)N1CCN(C(=O)c2cc(COc3ccc(Cl)cc3OC)on2)CC1
-2,-4,-4,-6,4,10,-1,-11,0.0,-1,COc1cccc(-n2cc(CN(C)C(=O)C3CCC(=O)N(C4CC4)C3)cn2)c1 (configuration not stated)
1,-15,-12,-2,-11,4,9,-30,0.8,4,COc1ccc(CCn2c(=N)c(C(=O)NCCN3CCOCC3)cc3c(=O)n4cccc(C)c4nc32)cc1OC
-3,10,-2,-9,0,1,5,-13,0.1,3,O=C(CCCN1C(=O)c2cccc3cccc(c23)C1=O)N1CCN(c2ccccc2)CC1
7,-4,2,8,-6,-1,2,9,0.1,2,S=c1nc(SCc2ccccc2)[nH]c2ccccc12
-12,-16,4,18,4,14,1,-1,0.7,-4,COc1ccc(C)cc1NC(=O)NCCCCc1ccccc1
3,9,-6,11,-7,12,-3,-13,-0.8,2,COc1cccc(CNC(=O)CN(C)S(=O)(=O)c2ccc3c(c2)n(C)c(=O)c(=O)n3C)c1
-2,-9,-3,8,3,7,-7,-1,0.6,2,Cc1nc2ccc(C(=O)N(C)CC3CCCN(CCc4ccc(Cl)cc4)C3)cc2[nH]1 (configuration not stated)
-2,5,-3,-5,-1,0,-2,7,-1.0,-2,CC1(C)CC(c2csc(N)n2)CCO1 (configuration not stated)
0,1,1,8,0,-4,-3,-9,-0.4,0,Cc1cc(C)cc([C@H]2C[C@]34CN(C(=O)OC(C)(C)C)S(=O)(=O)[C@H]3C[C@H]2O4)c1
-1,4,0,3,3,5,-3,-3,-0.6,6,O=C(Nc1c(F)c(F)c(F)c(F)c1F)c1ccc(Br)o1
-4,0,-3,-4,-1,8,-1,-1,0.1,-1,CC(C)(C)N1C(=O)[C@H]2[C@@H](c3ccc(Br)cc3)N3C(=O)N(c4ccccc4)C(=O)[C@@]3(C)[C@H]2C1=O
5,0,1,-5,-3,12,4,-10,0.3,-2,Cc1ccccc1C(=O)Nc1ccc(Cl)cn1
6,1,-2,-2,0,-5,5,9,-0.5,-2,COc1ccc(OC)c(C2CC(=O)C(C)C(c3cc(OC)ccc3OC)N2)c1 (configuration not stated)
4,-4,-206,-7,-157,-6,-2,i,-1.6,0,COc1ccc(-c2nc(C#N)c(NCC3CCCO3)o2)cc1 (configuration not stated)
-5,8,-4,-17,1,1,-2,-10,0.2,-1,C=CCn1c(SCC(=O)O)nnc1-c1ccccc1
3,-2,-5,-9,2,-11,6,4,-0.9,0,CCOC(=O)C1=C(CN2CCN(CCC#N)CC2)NC(=O)NC1c1ccc2c(c1)OCO2 (configuration not stated)
2,3,-3,2,-1,5,-9,1,0.3,1,COc1cccc(Nc2c(F)c(OC)c(F)c(F)c2C(=O)O)c1
-2,5,2,-2,-2,-1,-4,1,0.4,2,CC(C)(C)NC(=O)CN(C(=O)c1csnn1)c1ccccc1-c1ccccc1
0,6,-1,-3,1,-12,-2,-7,0.5,5,CC1CN(C(=O)COC(=O)c2cc(Cl)ccc2Cl)CC(C)O1 (configuration not stated)
-4,1,3,-3,0,-12,0,6,0.5,5,O=C(NCc1ccc(F)cc1)c1cc(C2CCCCN2S(=O)(=O)c2ccc(F)cc2F)on1 (configuration not stated)
2,3,2,-9,1,12,-4,6,0.2,1,CC(=O)Nc1ccc(S(=O)(=O)N(Cc2ccccc2)C(C)C)cc1
4,-6,0,0,2,-3,-1,2,0.7,-6,CSc1ccc(/C=N/N2CCN(Cc3ccccc3)CC2)cc1
3,9,-4,0,-1,-3,1,-8,0.6,-3,CCCN1C(=O)c2[nH]nc(-c3ccccc3)c2C1c1ccccc1 (configuration not stated)
1,5,-3,-6,-2,-14,1,3,0.2,-3,NC(=O)CSc1nc(-c2ccccc2)nc2c1CCCC2
-4,-12,-3,0,1,-11,3,-2,-0.2,1,C=CCC(Nc1ccccc1)C12C=CC(O1)C(C(=O)OC)=C2C(=O)OC (configuration not stated)
-2,1,0,-15,0,4,3,-8,-0.1,1,OCCN1CCN(Cc2nc(-c3cccc(Cl)c3)no2)CC1
-8,14,-2,-7,-1,7,-4,-1,0.6,0,O=C(c1cccc(F)c1)N1CCC(O)(c2cccnc2)CC1
1,-10,2,-1,5,-10,-2,6,-0.6,3,CCSc1ccccc1C(=O)N1CCCC1
-10,1,-2,0,1,-2,0,0,0.3,-1,CCN(CC)CCNC(=O)c1ccc(NC(=O)c2cccc(S(=O)(=O)N3c4ccccc4CC3C)c2)cc1 (configuration not stated)
-6,3,-1,-10,0,6,6,-14,-0.3,-1,C=CCC[C@H](CCCCC)OC(=O)/C=C/[C@@H](O)[C@H](O)C[C@H](O)CC=C
-2,-9,-3,1,-4,-9,-5,-1,0.0,-3,COc1cc(CN2CCNC(=O)C2CC(=O)N2CCCCO2)cc(OC)c1 (configuration not stated)
3,2,-9,-7,0,-4,6,-1,-0.1,-3,CC(=O)N(c1nc(/C=C\C(=O)O)cs1)c1ccccc1F
4,-13,-1,4,4,1,-4,2,0.2,-3,O=C(c1cc(COc2c(F)cccc2F)on1)N1CCN(C2CCCCC2)CC1
1,1,5,.,-3,.,1,1,0.7,-4,C=CCn1c(COc2ccc(C)cc2)nnc1SCC(=O)Nc1ccc(Oc2ccccc2)cc1
8,-5,1,4,3,-3,-6,7,0.4,3,Cc1cc(C)cc(NC(=O)CC2NCCNC2=O)c1 (configuration not stated)
1,1,-3,-11,1,5,2,-11,0.1,-2,CCOC(=O)N1CCC(NC(=O)C(NS(=O)(=O)c2ccc3c(c2)CCN3C(=O)CC)C(C)C)CC1 (configuration not stated)
-1,3,0,5,2,13,-10,3,0.8,6,COCc1c(C(=O)NCC(c2ccco2)N2CCCC2)oc2ccccc12 (configuration not stated)
5,-2,1,-5,-45,-12,6,9,0.6,1,CN1CCN(/N=C/c2ccc(-c3ccc([N+](=O)[O-])cc3Cl)o2)CC1
0,6,-2,-1,1,10,-4,0,0.3,-2,CCOC(=O)c1sc2ncn(CC(=O)N(CC)CC)c(=O)c2c1C
-1,0,7,-5,-4,14,0,14,-0.1,0,COc1ccc(S(=O)(=O)N(C)C[C@H]2OCCCC[C@H](C)Oc3ccc(NC(=O)Nc4ccc(F)cc4)cc3C(=O)N([C@H](C)CO)C[C@H]2C)cc1
10,-13,-9,-2,-83,-2,1,-29,2.6,-3,CN1CCN(/N=C/c2nc(-c3ccccc3)n3ccccc23)CC1
0,11,-3,4,-1,-6,-1,-3,0.0,0,O=C(CN(CCN1CCOCC1)C(=O)Cn1nnc(-c2ccc(F)cc2)n1)NC1CCCCC1
2,-2,-1,-2,4,-3,-1,14,-0.5,1,COC(=O)c1ccccc1Oc1ccc(NC(=O)C(C)(C)CCl)cc1
5,-13,-5,-6,0,9,0,-2,-0.3,-7,O=C(NCCCc1ccccc1)c1ccc([N+](=O)[O-])cc1Cl
-4,-16,2,1,3,0,-1,1,0.0,0,COc1cccc(CNC(=O)c2cc(S(=O)(=O)N3CCCC3)cn2C)c1
3,-5,-5,7,-1,2,-3,-4,-0.1,1,Cc1ccc(OCCSc2nnc(-c3ccncc3)n2C)cc1
7,-12,3,-1,9,11,2,5,0.2,2,Cc1ccc(NS(=O)(=O)c2cccc3cccnc23)c(Br)c1

# Screening data from PubChem BioAssay.
